ASM inhibitor: blocks human secretory acid sphingomyelinase | Potency, µM (top dose mostly 57.5 µM), for inactives: at the highest dose activity change, negative = inhibition, hits mostly inhibitors | 340,000 tested, 0.006% active | placental ASM, HMU-PC fluorogenic substrate, 60 min | AID 504937; also: potency is read from the fitted curve at half-maximal effect
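HMU-PC0 cleavage (9 uM final) by human placental ASM, 60 min at 37 °C following 10 min compound exposure at RT; stopped at pH 10, fluorescence Ex 386/Em 447 nm.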
uPA generation: inhibitors of cell surface uPA generation | 330,000 tested, 0.31% active | Potency, µM (top dose mostly 38.3 µM), without a hit: at the highest dose activity change, negative = inhibition, hits mostly inhibitors | cell surface uPA generation assay, qHTS | AID 540303; active = well fitted inhibition curve with a large enough effect; inconclusive = small, poorly fitted or top-dose-only effect; inactive = no such curve, though single readings can be large or run the other way; tested in mouse RAW 264.7 cells; also: potency is read from the fitted curve at half-maximal effect; % is scaled to controls: 0 for no effect and ±100 for the full control effect; nearly all actives have a fitted effect of over 55% in size
p53 reactivator: mutant p53 re-activation in reporter cells. H1299 p53-A138V BP100-luciferase reporter, luminescence, 24 h. 320,000 tested, 0.063% active. Potency, µM (titrated, usually from 92.2 µM), for inactives: top-dose activity change, positive = activation, usual class: activators. AID 504706; also: potency is read from the fitted curve at half-maximal effect; % of control where 0% means no effect; nearly all actives have a fitted effect of over 45% in size
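p53-null H1299 cells stably carrying temperature-sensitive p53-A138V and a BP100-luciferase reporter were pinned with compounds (4-point, 1:5 series) and held 24 hrs at 37 deg C. Luminescence was read 10 min after detection reagent.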
TRPV1 ag: human TRPV1 agonism. activation, % at 8.33 µM. 320,000 tested, 0.19% active. Q8NER1. TRPV1-expressing cells, Fluo-8 calcium influx, agonist mode; in the data active = activation above about 80%; inconclusive = between about 30% and that limit; also: 0% is about no effect
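Fluo-8 calcium influx in TRPV1-expressing cells, kinetic read (ex 480/em 520 nm). Compound added and read 3 min for agonist activity, followed by capsaicin at EC20 final and 2 min further read for enhancement.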
ELG1 genotox: induces genotoxicity in HEK293T cells with luciferase-tagged ELG1; HEK293T ELG1-luciferase reporter, luminescence, 16 h; 330,000 tested, 1.3% active; Potency, µM (highest dose often 46 µM), for the others: at the highest dose activity change, positive = activation, hits mostly activators; AID 504466; also: potency is read from the fitted curve at half-maximal effect; % of control where 0% means no effect; nearly all actives have a fitted effect of over 60% in size
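After overnight (16 hr) compound treatment at 37 °C, ELG1-luciferase HEK293T cells were lysed with ONE-Glo; luminescence quantified 30 min later at room temperature.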
a7 integrin act: integrin-mediated muscular dystrophy alleviation activation; 350,000 tested, 0.064% active; alpha7betagal myoblasts, beta-gal FDG fluorescence, 48 h; Potency, µM (top dose mostly 38.3 µM), without a hit: at the top dose activation, hits mostly activators;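 also: potency is read from the fitted curve at half-maximal effect; 100% = response of the positive control SU9516; nearly all actives have a fitted effect of over 60% in size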
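Alpha7betagal+/- myoblasts (passage 13) were plated 16-24 hr, then exposed to compounds (1:260 dilution of DMSO stock) for 48 hours at 37C. After MPER lysis, β-galactosidase reporter activity was read as FDG fluorescence (ex 480/em 540) after 30 minutes.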
B2AR arrestin: recruits beta-arrestin to the human beta2-adrenergic receptor | P07550 | beta-arrestin recruitment to beta2AR, cell-based reporter | Potency, µM (titrated, usually from 46.1 µM), for inactives: top-dose activation, actives largely listed as activators | 330,000 tested, 0.02% active;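 also: potency is read from the fitted curve at half-maximal effect; 0% = DMSO controls and full agonism = EC100 isoproterenol or metaproterenol; nearly all actives have a fitted effect of over 65% in size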
Eya2 phos inh: blocks the phosphatase activity of human Eya2; O00167; recombinant Eya2, OMFP fluorescence dephosphorylation (OMFP is methylfluorescein phosphate); Potency, µM (highest dose often 76.9 µM), inactives show at the highest dose activity, negative = inhibition, usual class: inhibitors; 330,000 tested, 0.006% active; also: potency is read from the fitted curve at half-maximal effect; % is scaled to controls: 0 for no effect and ±100 for the full control effect
Target sequence (O00167 whole entry, looked up): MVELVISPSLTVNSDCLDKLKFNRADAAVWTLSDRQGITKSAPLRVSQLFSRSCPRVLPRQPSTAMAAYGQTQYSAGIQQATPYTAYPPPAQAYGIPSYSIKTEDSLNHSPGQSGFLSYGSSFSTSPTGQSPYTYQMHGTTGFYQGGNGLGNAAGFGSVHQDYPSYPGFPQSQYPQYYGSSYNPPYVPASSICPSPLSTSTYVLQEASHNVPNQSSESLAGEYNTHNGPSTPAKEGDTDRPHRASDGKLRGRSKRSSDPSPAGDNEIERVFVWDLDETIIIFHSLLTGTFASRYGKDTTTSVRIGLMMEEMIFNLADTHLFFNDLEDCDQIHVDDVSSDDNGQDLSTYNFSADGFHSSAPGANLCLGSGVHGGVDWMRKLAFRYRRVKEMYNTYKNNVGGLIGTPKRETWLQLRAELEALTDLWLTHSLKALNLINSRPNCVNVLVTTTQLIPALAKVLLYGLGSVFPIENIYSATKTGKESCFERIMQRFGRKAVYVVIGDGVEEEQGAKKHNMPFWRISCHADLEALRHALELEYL
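Eya2 (0.2 uM) preincubated 10 min at ambient with compound, then OMFP substrate added at 50 uM; 10 min reaction in 50 mM HEPES pH 7.5, 50 mM NaCl, 5 uM MgCl2, 0.05% BSA, 1 mM DTT. Fluorescence read at Ex 485/Em 525 nm.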
USP2a block: inhibitors of human ubiquitin-specific protease USP2a. USP2 core, Ub-CHOP2 coupled fluorogenic reporter, 485/531. Potency, µM (series often up to 38.3 µM), without a hit: top-dose activity change, negative = inhibition, usual class: inhibitors. 330,000 tested, 0.01% active;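 also: potency is read from the fitted curve at half-maximal effect; plate controls were DMSO wells for no effect and full inhibition by NEM control for full effect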
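USP2 core (10nM final) preincubated 30min RT with compound in 20mM Tris-HCl pH 8.0, 2mM CaCl2, 2mM beta-mercaptoethanol, 0.05% CHAPS; 25nM Ub-CHOP2 plus 25nM reporter substrate added, fluorescence (Ex485/Em531) read after 60min.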
PTAP TSG101 blk: blocks PTAP/TSG101 interaction to inhibit HIV-1 budding. Q99816. Fluorescence polarization, FITC-PTAP peptide / Tsg101 binding. Potency, µM (series often up to 115 µM), without a hit: top-dose activity change, negative = inhibition, hits mostly inhibitors. 340,000 tested, under 10 active; active = well fitted inhibition curve with a large enough effect in the main read-out, with a control signal flat, not every such curve was filed as active; inconclusive = small, poorly fitted or top-dose-only effect, or effect the other way, or a change in a side signal; inactive = no such curve, though single readings can be large or run the other way; also: potency is read from the fitted curve at half-maximal effect; % of control where 0% means no effect
Target sequence (Q99816 whole entry, looked up): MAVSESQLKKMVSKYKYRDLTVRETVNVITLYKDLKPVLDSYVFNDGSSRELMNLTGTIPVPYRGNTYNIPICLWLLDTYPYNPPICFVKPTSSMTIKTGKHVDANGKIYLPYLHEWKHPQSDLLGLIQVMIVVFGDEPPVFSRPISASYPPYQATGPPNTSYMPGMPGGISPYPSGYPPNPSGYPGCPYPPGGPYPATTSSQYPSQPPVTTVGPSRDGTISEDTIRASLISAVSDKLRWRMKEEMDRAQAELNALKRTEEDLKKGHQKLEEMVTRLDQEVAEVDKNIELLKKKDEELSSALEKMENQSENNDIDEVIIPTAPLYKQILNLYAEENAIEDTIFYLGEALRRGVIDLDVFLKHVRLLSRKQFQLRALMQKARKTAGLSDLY
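Steps: Tsg101 binding domain dispensed (10 uM final), compounds pinned in DMSO, FITC-labeled PTAP-motif peptide added (50 nM final); after 20 min binding at room temperature, polarization measured.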
BRCA1 expr up: BRCA1 expression activation; Potency, µM (titrated, usually from 46.1 µM), inactives show at the top dose activation, hits mostly activators; AID 624202; MCF7-BRCA1-FFLuc reporter, luminescence, 48 h; response scale: scaled: vehicle 0%, 10 µM genistein 100%; 380,000 tested, 1.1% active; also: potency is read from the fitted curve at half-maximal effect; nearly all actives have a fitted effect of over 80% in size; some results filed as inactive show a strong effect at the top dose
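48 h compound treatment of MCF7-BRCA1-FFLuc cells (phenol-red free MEM, 37 °C), then 15 min with luciferase substrate and luminescence imaging.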
Active calls of the source: *; ? = inconclusive; / = not tested or not shown; [ ] = another dose, or the depositor's remark. Unless noted, calls follow the shape of the dose curve; as a rule, active = well fitted curve in the direction sought with a large enough effect; inconclusive = small, poorly fitted or top-dose-only effect, or another doubt; inactive = no such curve, though single readings can be large; an effect the other way counts as inactive or inconclusive.

SMILES | ASM inhibitor | uPA generation | p53 reactivator | TRPV1 ag | ELG1 genotox | a7 integrin act | B2AR arrestin | Eya2 phos inh | USP2a block | PTAP TSG101 blk | BRCA1 expr up
CCCCn1nc2cc(C(=O)NC3CCc4ccccc43)ccc2c1OCC (configuration not stated) | 56% | -9% | -14% | 0 | -10% | 8% | -1.0% | -8% | -10% | -2% | -2%
CCCCOc1nc(N2CCOCC2)nc(C)c1[N+](=O)[O-] | -8% | -3% | -6% | 16 | 0% | -2% | 0.4% | 10% | 2% | -4% | -16%
CCOC(=O)C1=NNC(C(=O)c2ccc(Cl)cc2)C1c1ccccc1 (configuration not stated) | -9% | 2% | 4% | -5 | 0% | -7% | -0.8% | -6% | 3% | -4% | -22%
Cc1cc(C)cc(N(CC(=O)Nc2ccc(-c3nc4ccc(C)cc4s3)cc2)S(C)(=O)=O)c1 | 37%[activator] | 0% | ? | -1 | ? | 16% | -1.1% | 0% | -1% | -4% | 3%
O=C1OC(Nc2nc3ccccc3s2)c2ccccc21 (configuration not stated) | 0% | 3% | 15% | -2 | 0% | 7% | -0.4% | -11% | -1% | -1% | 40%
NC(=O)Oc1cccc(OC(N)=O)c1 | 0% | -2% | 1% | -3 | -1% | 13% | -0.4% | -8% | 2% | -7% | -11%
COc1cc(C2c3c([nH]c(=O)[nH]c3=O)Nc3ccc4ccccc4c32)ccc1O (configuration not stated) | -13% | -4% | 2% | -1 | 6% | 1% | -0.9% | ? | 1% | -3% | -41%
Cc1ccc(/C=C2\SC(N)=NC2=O)s1 | 4% | -11% | 4% | -5 | 3% | 25% | -1.6% | -4% | 2% | 10% | 42%
O=C(O)C1CCN(C(=O)c2csc(-c3ccc4c(c3)CCO4)n2)CC1 | 7% | 6% | 0% | -5 | 0% | -3% | -0.5% | 2% | -1% | -5% | 25%
O=C(CCc1nc2ccccc2c(=O)[nH]1)N1CCN(C/C=C/c2ccccc2)CC1 | -1% | -3% | 5% | ? | -13% | 0% | 0.0% | -5% | 2% | -9% | -65%
CC(C)(C)C(=O)COC(=O)c1cccc(NC(=O)c2ccco2)c1 | 1% | 1% | 13% | 7 | 11% | 2% | 0.3% | 10% | 0% | -2% | 57%
C/C(Cn1nnc2ccccc21)=N\OC(=O)c1ccccc1C | 1% | 7% | 0% | 5 | 1% | 5% | 0.2% | 5% | ? | -1% | -21%
CC(C(=O)N(C)CC(=O)Nc1ccccc1C(F)(F)F)N1C(=O)c2ccccc2C1=O (configuration not stated) | 0% | -5% | 3% | 1 | 1% | -40% | -0.1% | 17% | 1% | 1% | -9%
CCC(C)N1CC(=O)N2Cc3[nH]c4ccccc4c3C[C@H]2C1=O (some centres not stated) | 4% | -10% | -1% | 1 | 0% | -5% | -0.7% | -14% | 0% | -4% | 6%
Fc1ccccc1-c1nc2ccccc2[nH]1 | -3% | ? | 1% | 12 | ? | 5% | 0.1% | -5% | 0% | -4% | 4µM*
CCN(CC)CCN(C(=O)/C=C/c1cccs1)c1nc2ccc(C)cc2s1 | -11% | 6% | 28% | -2 | -6% | -9% | 0.3% | -15% | -1% | -3% | 19%
CSCCOC(=O)C1=C(C)NC(=O)NC1c1ccc2c(c1)OCO2 (configuration not stated) | -2% | -8% | 7% | 0 | 0% | 9% | 0.1% | -4% | 0% | 2% | -18%
CC1CCN(Cc2nnnn2CCCC(=O)N(C)C(C)c2ccccn2)CC1 (configuration not stated) | 3% | 5% | 13% | -3 | 13% | ? | 0.0% | 0% | 1% | -4% | 1%
CCn1nc(C)c(CN2CCC(C(=O)Nc3cccc(-c4cccc(Cl)c4)c3)CC2)c1C | 4% | ? | 2% | 2 | -1% | 2% | -0.2% | -6% | 0% | 1% | 1%
COc1ccc(N(CC(=O)NC2CCCC2)C(=O)c2ccc(N3CCCCC3)nc2)cc1 | -1% | 0% | 1% | 15 | 1% | 0% | 0.2% | -3% | 3% | 0% | -15%

Among those listed so far, 2 have a Cl atom:
SMILES | ASM inhibitor | uPA generation | p53 reactivator | TRPV1 ag | ELG1 genotox | a7 integrin act | B2AR arrestin | Eya2 phos inh | USP2a block | PTAP TSG101 blk | BRCA1 expr up
CCOC(=O)C1=NNC(C(=O)c2ccc(Cl)cc2)C1c1ccccc1 (configuration not stated) | -9% | 2% | 4% | -5 | 0% | -7% | -0.8% | -6% | 3% | -4% | -22%
CCn1nc(C)c(CN2CCC(C(=O)Nc3cccc(-c4cccc(Cl)c4)c3)CC2)c1C | 4% | ? | 2% | 2 | -1% | 2% | -0.2% | -6% | 0% | 1% | 1%

New compounds follow:
SMILES | ASM inhibitor | uPA generation | p53 reactivator | TRPV1 ag | ELG1 genotox | a7 integrin act | B2AR arrestin | Eya2 phos inh | USP2a block | PTAP TSG101 blk | BRCA1 expr up
COc1ccc(/C=N/NC(=O)CSc2ccccc2)cc1OC | -2% | 4% | 9% | -1 | -1% | 13% | -1.2% | 0% | 0% | 0% | -17%
CN1C(=O)C(CC(=O)Nc2ccc(F)cc2)N(NC(=O)c2cccc(F)c2)C1=S (configuration not stated) | -3% | 1% | -4% | 3 | -2% | 7% | -0.2% | 15% | 0% | 1% | -19%
COc1ccccc1N(C)S(=O)(=O)c1ccc(C(=O)OCC(=O)NCCC2=CCCCC2)cc1 | 0% | 7% | 0% | 2 | 0% | 14% | -1.7% | -2% | 3% | 1% | 39%
COc1ccccc1CNC(=O)CCNC(=O)Cn1cnc2ccccc2c1=O | -2% | -1% | -14% | -1 | 0% | 8% | 0.4% | -16% | 0% | 0% | -8%
CCOc1ncccc1C(=O)OCC(=O)Nc1ccc(S(=O)(=O)N2CCCC2)cc1 | -1% | 11% | 1% | -5 | -2% | 17% | -0.9% | -17% | 0% | -10% | 11%
CCOc1ccc2nc(NC(=O)CS(=O)(=O)c3ccc(C)cc3)sc2c1 | -8% | 0% | 10% | 3 | 13% | -22% | -0.1% | 2% | -6% | -5% | 51%
O=C(CN1CCOc2ccccc21)NCc1ccco1 | 4% | 0% | -3% | / | 0% | 0% | 0.0% | 23% | -2% | -2% | -7%
CC(C(=O)O)N1C(=O)c2cccc3cccc1c23 (configuration not stated) | 20% | 5% | 0% | 1 | -3% | -1% | -0.2% | 2% | 3% | 3% | -16%
COc1ccc(C2=NN(C(=O)CCC(=O)O)C(c3ccc([N+](=O)[O-])cc3)C2)cc1 (configuration not stated) | -3% | -5% | 6% | 4 | 0% | 5% | -0.2% | -1% | 2% | 1% | 2%
CCOc1ccc(-n2cccc2C=O)cc1 | 5% | 1% | ? | 12 | 0% | 19% | -0.2% | -4% | 0% | -3% | 1%
Cc1ccc(S(=O)(=O)NC2CCCCCCC2)cc1 | -1% | 0% | 4% | 2 | 1% | 3% | -0.2% | -8% | 2% | 0% | -14%
C[C@@H]1C=C(C(=O)NCc2ccccc2)O[C@H](OCc2ccc(CO)cc2)C1 | 4% | 11% | 3% | 5 | 6% | 0% | 0.1% | -7% | -6% | / | -5%
CC[n+]1ccc(C)c2cc(S(=O)C(F)(F)F)ccc21 (configuration not stated) | -5% | / | 17% | 8 | -11% | -11% | -1.0% | 6% | 3% | -6% | -39%
COc1cc(NC(=O)c2ccc(C)cc2C)ccc1NC(=O)c1cc2ccccc2o1 | / | 4% | / | 4 | 5% | -31% | 0.5% | ? | -1% | -2% | 2%
Cc1cc(C)cc(COn2ccnc2)c1 | 5% | 0% | / | 1 | / | 3% | / | / | / | -2% | -7%
O=C(c1ccc2c(c1)OCCO2)N1CCCC(CNS(=O)(=O)c2cccs2)C1 (configuration not stated) | -1% | -6% | -2% | 2 | -1% | -14% | 0.1% | -22% | -3% | -2% | 12%
O=C(Nc1cc([N+](=O)[O-])ccc1O)c1cccc(C(=O)Nc2cc([N+](=O)[O-])ccc2O)c1 | -5% | 8% | 14% | 0 | -1% | 22% | 3.0% | 7% | 2% | -7% | -14%
CC1(c2ccccc2)NC(=O)N(CC(=O)N(c2ccccc2)C2CCS(=O)(=O)C2)C1=O (configuration not stated) | 2% | 3% | -1% | / | 1% | 4% | 0.4% | -5% | 0% | -3% | 1%
Cc1cccc(C)c1Nc1nnc(SCC(=O)NCc2ccco2)s1 | -1% | 2% | 2% | -3 | -7% | -11% | -0.9% | -2% | 1% | -2% | 0%
COc1cc(/C=C(/C#N)C(=O)Nc2cc(C(F)(F)F)ccc2Cl)ccc1OCC(=O)Nc1cccc(C(F)(F)F)c1 | 95%[activator] | 2% | / | / | / | -6% | / | / | / | 9% | -24%
Cc1cc(NC(=O)CSCC(=O)N(C)Cc2ccc(Cl)c(Cl)c2)no1 | -3% | 3% | -4% | ? | -3% | -34% | 0.4% | -1% | 0% | -4% | -11%

Assay outcomes: PubChem BioAssay, National Center for Advancing Translational Sciences (NCATS)
